Assay outcomes as filed in PubChem.
RGS4 block: human RGS4 inhibition. P49798. HEK293 M3R/RGS4 inducible, Fluo-4 calcium flux; hits give high values; triggered by carbachol at its EC20. B-score at 10 µM. actives 0.45% (n = 310,000);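 active = B-score, a plate-corrected calcium signal, over three deviations above library mean, with baseline fluorescence within five deviations of library mean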;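 also: RGS4 expression induced by doxycycline in cells with stable M3 receptor; B-score is computed from the integrated fluorescence ratio over baseline after carbachol; higher B-score means a larger calcium signal and so more RGS4 inhibition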
TRPC6 activator: mouse TRPC6 channel activation; Q61143; B-score at 10 µM; HEK293-TRPC6 membrane potential dye fluorescence; hits give high values; actives 0.13% (n = 310,000);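 active = B-score of the integrated fluorescence ratio above library mean plus 3 SD, and starting fluorescence ratio within library mean plus 5 SD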;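 also: higher score means more depolarization so channel activation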
MrgX1 allo act: human MrgX1 positive allosteric modulation, primary screen | Q96LB2 | MrgX1-HEK293, Fluo-4 calcium flux, FDSS; hits give high values | B-score at 10 µM | actives 0.63% (n = 310,000) | AID 588675;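 active = plate-corrected calcium response at least 3 library SD above typical, normal starting fluorescence, not activating the receptor alone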;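 also: compound read alongside a low EC10 to EC30 dose of BAM8-22 agonist; peak minus trough fluorescence over baseline measured at the second addition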
Platelet DG rel: modulates dense granule release in human platelets; human platelet-rich plasma, SFLLRN dense granule ATP release, luminescence; inhibition, %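 (compounds screened at 7.5 µM in platelet-rich plasma)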; actives 0.22% (n = 300,000); AID 1663;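 active = mean replicate score, as percent of positive control, at or above 50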
MrgX1 antagonist: blocks BAM8-22 activation of human MrgX1 receptor. B-score at 10 µM. AID 588676. actives 1.3% (n = 310,000). MRGX1-HEK293 calcium flux, Fluo-4, BAM8-22 antagonism; hits give low values;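 active = calcium-response B-score plate-corrected more than 3 library SD below zero, starting fluorescence within 5 deviations, no agonist response on first addition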;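 also: peak minus trough fluorescence over baseline after final BAM8-22 challenge near maximal dose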
RGS4 act: RGS4 potentiation or activation | B-score at 10 µM | HEK293 M3R/inducible RGS4, carbachol calcium flux Fluo4; hits give low values | actives 0.92% (n = 310,000) | AID 463111;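 active = B-score of the integrated calcium signal more than 4 SD below the library mean, with starting fluorescence not abnormally high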;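 also: negative B-score means reduced calcium response which marks RGS4 activation or potentiation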
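Reagent: ECmax carbachol challenge; Test system: M3R-expressing HEK293 line, RGS4 induced by doxycycline; Schedule: overnight RGS4 induction, 30 min dye load 37 °C, 20 min compound RT; Detection: calcium dye Fluo4 fluorescence; Read-out: Agonist-evoked peak-minus-minimum fluorescence over baseline, integrated ratio, B score.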
TRPC4 inh: inhibitors of mouse TRPC4 channel | Q9QUQ5 | HEK293 TRPC4beta/mu-opioid, DAMGO-evoked Fluo4 calcium flux; hits give low values | B-score at 10 µM | actives 0.39% (n = 300,000) | AID 2247;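 active = B-score over 3 SD under the library average, no early fluorescence shift, positive overall ratio signal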
Target sequence (Q9QUQ5 whole entry, looked up): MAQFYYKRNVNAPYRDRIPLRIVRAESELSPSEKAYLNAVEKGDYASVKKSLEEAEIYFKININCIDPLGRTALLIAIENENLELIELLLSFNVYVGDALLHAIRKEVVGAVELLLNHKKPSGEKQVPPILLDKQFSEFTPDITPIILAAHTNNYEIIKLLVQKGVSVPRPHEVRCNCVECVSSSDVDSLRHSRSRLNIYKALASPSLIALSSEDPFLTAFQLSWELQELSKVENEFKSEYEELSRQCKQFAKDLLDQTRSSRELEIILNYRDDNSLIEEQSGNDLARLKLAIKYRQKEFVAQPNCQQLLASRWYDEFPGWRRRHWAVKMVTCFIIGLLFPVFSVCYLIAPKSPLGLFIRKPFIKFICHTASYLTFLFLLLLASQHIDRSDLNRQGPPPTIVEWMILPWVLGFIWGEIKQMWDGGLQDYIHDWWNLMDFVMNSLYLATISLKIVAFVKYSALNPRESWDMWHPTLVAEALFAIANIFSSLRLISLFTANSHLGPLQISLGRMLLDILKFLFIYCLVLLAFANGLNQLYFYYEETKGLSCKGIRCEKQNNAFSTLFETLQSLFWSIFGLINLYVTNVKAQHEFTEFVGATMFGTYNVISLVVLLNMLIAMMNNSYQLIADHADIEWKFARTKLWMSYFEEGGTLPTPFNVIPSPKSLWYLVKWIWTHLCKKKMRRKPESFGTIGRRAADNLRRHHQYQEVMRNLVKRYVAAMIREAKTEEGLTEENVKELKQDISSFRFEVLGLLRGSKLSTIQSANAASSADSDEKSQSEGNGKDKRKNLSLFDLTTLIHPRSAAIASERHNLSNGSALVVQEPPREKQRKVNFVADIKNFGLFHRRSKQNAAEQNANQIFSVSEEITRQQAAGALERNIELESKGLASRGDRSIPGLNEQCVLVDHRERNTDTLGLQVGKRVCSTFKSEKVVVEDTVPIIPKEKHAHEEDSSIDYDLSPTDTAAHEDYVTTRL
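System: stable TRPC4beta/mu-opioid receptor HEK293 cells; Dosing: single-point compound dosing; Measured by: Fluo4 Ca2+ flux fluorescence; Read-out basis: per-well B score of integrated baseline-normalized Fluo4 ratio.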
HIF act: HIF pathway transcriptional activation; U2OS HRE-luciferase reporter, luminescence; normalized: DMSO 0%, desferrioxamine 100%; activation, % at 7.5 µM (by protocol); actives 0.32% (n = 300,000); AID 1910;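 active = mean activation of at least 10% of the iron chelator positive control signal, with at least half of replicates also reaching 10%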
SKKanGAS inh: inhibitors of SKKanGAS S. pyogenes growth in kanamycin (SK-promoter or general growth effect); AID 1662; BacTiter-Glo, 6 h; inhibition, % at 7.5 µM; actives 1.3% (n = 300,000);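 active = mean replicate score, as percent of positive control median, at least 50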;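 also: strain carries kanamycin resistance gene driven by streptokinase promoter and grows in 40 µg/ml kanamycin; loss of luminescence reflects streptokinase promoter inhibition or plain growth inhibition; 0% = median of DMSO wells and 100% = positive control at its reference dose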
TRPC6 inhibitor: mouse TRPC6 channel inhibition | Q61143 | HEK293-TRPC6, membrane potential dye, ACh-evoked depolarization; hits give low values | B-score at 10 µM | actives 1.1% (n = 310,000) | AID 2553;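 active = B-score under library mean minus 3 SD, initial fluorescence not abnormally high, positive integrated signal ratio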;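 also: B-score derived from integrated fluorescence ratio over the kinetic read; more negative B-score means stronger inhibition of depolarization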
MrgX1 ag: human MrgX1 receptor agonism, primary screen; Q96LB2; MrgX1-HEK293 cells, Fluo-4 calcium fluorescence, agonist mode; hits give high values; B-score at 10 µM; actives 0.44% (n = 310,000);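 active = calcium response B-score plate-corrected fluorescence ratio at least 3 library SD, with starting fluorescence B-score inside 5 SD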
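Assay system: stable human MrgX1 HEK293 cell line. Quantity: 15,000 cells per well. Schedule: cells plated overnight, dye loaded 0.5 h 37 °C, 0.5 h room temperature. Detection: Fluo-4 NW calcium-flux fluorescence, kinetic read. Read-out basis: peak-minus-minimum fluorescence over baseline, converted to B scores. Control set: positive and negative control wells on each plate.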
Active calls of the source: *; i = inactive; nt = not tested or not shown.

Under each structure: RGS4 block, TRPC6 activator, MrgX1 allo act, Platelet DG rel, MrgX1 antagonist, RGS4 act, TRPC4 inh, HIF act, SKKanGAS inh, TRPC6 inhibitor, MrgX1 ag
1: CC(C)(C)c1ccc(OCCC(=O)Nc2cccc(S(=O)(=O)N3CCCCC3)c2)cc1
  i, i, i, 20.5, i, i, i, -0.5, -1.4, i, i
2: CC(C)(C)NC(=O)NC(=O)C[n+]1ccc(Cc2ccc([N+](=O)[O-])cc2)cc1
  i, i, i, 8.8, i, i, i, -2.0, 4.0, i, i
3: COc1cc(NC(=O)COC(=O)c2cnc(C)cn2)c(C)cc1[N+](=O)[O-]
  i, i, i, 6.1, i, i, i, -0.1, -0.3, i, i
4: CC(=O)c1ccc(-c2ccc(C(=O)NC3CC(C)(C)NC(C)(C)C3)o2)cc1
  i, i, i, -0.4, i, i, i, -0.8, 0.3, i, i
5: CCCS(=O)(=O)N1CCCC(C(=O)c2ccccc2OC)C1 (stereo not drawn)
  i, i, i, 1.8, i, i, i, 1.1, -3.3, i, i
6: COc1ccc(NC(=O)C2CCCN2S(=O)(=O)c2cccs2)c([N+](=O)[O-])c1 (stereo not drawn)
  i, i, i, 22.2, i, i, i, 0.5, -1.2, i, i
7: CCOC(=O)Cc1csc(NS(=O)(=O)Cc2ccccc2)n1
  i, i, i, 0.2, -11.9*, i, i, 0.0, 3.8, i, i
8: COCCN(C(=S)Nc1ccc(C(C)C)cc1)C(C)c1cccs1 (stereo not drawn)
  i, i, i, -0.2, i, i, i, -0.1, 1.2, i, i
9: COc1ccc(-c2nc(C)ncc2N=Nc2ccccc2)cc1
  i, i, i, -14.4, i, i, i, 0.5, -11.6, i, i
10: CC(=O)c1cccc(N(C(=O)c2ccco2)C(C(=O)NC2CCCC2)c2ccncc2)c1 (stereo not drawn)
  i, i, i, -1.2, i, i, i, -0.1, 0.2, i, i
11: CSc1ccccc1NC(=O)Nc1ccccc1
  i, i, i, 12.0, i, i, i, 0.9, -0.7, i, i
12: Cc1nnc(NC(=O)c2oc3ccccc3c2C)s1
  i, i, i, -5.7, i, i, i, 2.0, 7.2, i, i
13: CCN1CNC(=S)N(CCc2ccccc2)C1
  i, i, i, -21.9, i, i, i, -0.1, -13.2, i, i
14: COc1ccc(C(c2nnnn2C(C)(C)C)N2CCN(C)CC2)cc1OC (stereo not drawn)
  i, i, i, 3.0, i, i, i, 0.0, 4.0, i, i
15: O=C(CN1C(=O)NC2(CCCC2)C1=O)Nc1cc(Cl)ccc1N1CCCCC1
  i, i, i, -7.4, i, i, i, 0.0, -1.0, i, i
16: Cc1ccc2c(CSc3nc4ccccc4c(=O)n3CCCO)cc(=O)oc2c1C
  i, i, i, -2.4, i, i, i, -0.7, 29.6, i, i
17: CS(=O)(=O)N(CC(=O)NCC1CCCO1)c1ccc(Cl)c(Cl)c1 (stereo not drawn)
  i, i, i, 18.4, i, i, i, -0.4, -4.5, i, i
18: CCN(CC)S(=O)(=O)c1ccc2c(c1)N(CC(=O)NCc1ccccn1)C(=O)CO2
  i, i, i, 0.9, i, i, i, 0.2, -10.6, i, i
19: Cc1oc2ccc(OCc3ccc(F)cc3)cc2c1C(=O)O
  i, i, i, 3.0, i, i, i, -0.7, -2.1, i, i
20: Cc1cc(Cl)ccc1OCC(=O)NCCCN1CCOCC1
  i, i, i, 14.8, i, i, i, -0.2, 2.6, i, i
21: NC(=O)CC(NC(=O)Cc1ccc(Br)cc1)c1ccc(NCCc2cccc(F)c2)c([N+](=O)[O-])c1 (stereo not drawn)
  i, i, i, 0.8, i, i, i, 0.4, -0.7, i, i
22: CCOC(=O)CN(C(=O)CNC(=O)c1ccco1)C(C(=O)NC1CCCCC1)c1cccnc1 (stereo not drawn)
  i, i, i, -0.5, i, i, i, -1.3, 1.1, i, i
23: CC(C)(C)c1nnc(NC(=O)Cc2ccc(Br)cc2)s1
  i, i, i, -11.9, i, i, i, -0.7, 2.3, i, i
24: CCCN1CCN(C(=O)C2CCN(S(=O)(=O)c3c(C)noc3/C=C/c3ccc(C)cc3)CC2)CC1
  i, i, i, -23.4, i, i, i, -1.4, 28.1, i, i
25: CCCCN=C1CC(C)(C)CC(=O)/C1=C(/O)CCCN1C(=O)c2ccccc2C1=O
  i, i, i, 2.2, i, i, i, 0.4, 6.4, i, i
26: Cc1ccc(C(=O)C2C(=O)c3ccccc3C2=O)cc1
  i, i, i, 1.9, i, i, i, nt, 1.2, i, i
27: C=CCOc1cccc(C2C(C(=O)c3ccc(C)o3)=C(O)C(=O)N2c2nccs2)c1 (stereo not drawn)
  i, i, i, -2.4, i, i, i, -0.2, 27.0, i, i
28: O=C(O)C1Cc2ccccc2CN1C(=O)COc1ccc(Cl)cc1Cl (stereo not drawn)
  i, i, i, 2.0, i, i, i, 0.2, 3.8, i, i
29: Cc1ccc(S(=O)(=O)c2nnn(-c3cccc(F)c3)c2N)cc1
  i, i, 8.85*, 10.7, i, i, i, -0.2, -3.6, i, i
30: CNS(=O)(=O)c1cn(CC(=O)NCc2cccc(OC)c2)cc1S(=O)(=O)NC
  i, i, i, 19.6, i, i, i, -7.3, -3.2, i, i
31: COC(=O)c1cc(-c2cccc(OC)c2)n[nH]1
  i, i, i, -8.5, i, i, i, 1.5, -7.3, i, i
32: CC(=O)c1c(-c2ccc(Cl)cc2)c2ccccc2[nH]c1=O
  i, i, i, 0.0, i, i, i, -0.6, -10.3, i, i
33: COc1ccc(C(=O)C(OC(=O)CNC(=O)c2ccco2)c2ccccc2)cc1 (stereo not drawn)
  i, i, i, -2.6, i, i, i, -0.1, -12.9, i, i
34: CCOC(=O)C1CCN(C(=O)c2cc(S(=O)(=O)N3CCOCC3)c(Cl)cc2Cl)CC1
  i, i, i, 5.7, i, i, i, -0.1, 1.2, i, i
35: COc1ccc(C2=Nn3c(nnc3-c3ccncc3)SC2)cc1OC
  5.15*, i, 8.17*, 10.2, i, i, i, 0.2, 10.8, i, i
36: CN1C(=S)SC(/[N+]([O-])=C/c2ccc(Cl)cc2)C1(C)C (stereo not drawn)
  i, i, i, 4.7, i, i, i, -0.4, 4.9, i, i
37: Cc1cc(Cl)cc(Br)c1OCCCN1C(=O)NC(C)(C)C1=O
  i, i, i, 0.6, i, i, i, -0.2, -2.1, i, i
38: Cc1cc(/C=C2\C(=N)N3N=C(C(C)C)SC3=NC2=O)c(C)n1Cc1ccccc1
  i, i, 15.9*, -12.1, i, i, i, 0.6, 40.4, i, i
39: CC(C)CN(C(=O)COC(=O)c1c2c(nc3ccccc13)CCC2)c1c(N)n(Cc2ccccc2)c(=O)[nH]c1=O
  i, i, i, -3.2, i, i, i, -4.3, 35.7, i, i
40: Cc1cccn2c(=O)c(/C=C(\C#N)S(=O)(=O)c3ccccc3)c(N3CCCCC3)nc12
  i, i, i, 1.7, i, i, i, -0.1, 16.2, i, i
41: CCc1cccc(OCCCCNCCO)c1
  i, i, i, -6.1, i, i, i, 1.4, -0.2, i, i
42: Cc1ccc(C(=O)Oc2ccc(/C=N/NC(N)=O)cc2)cc1
  i, i, i, -1.6, i, i, i, 1.9, 14.8, i, i
43: Cc1ccc(-c2nc3ccccc3s2)cc1NC(=S)NC(=O)c1ccccc1
  i, i, i, 0.2, i, i, i, 0.8, -10.9, i, i
44: O=C(NCCN1CCOCC1)c1ccc(CS(=O)(=O)c2ccc(Cl)cc2)o1
  i, i, i, -1.8, i, i, i, -0.4, 1.0, i, i
45: CCOC(=O)c1cc(-c2ccccc2)nn1Cc1cc(CC)no1
  i, i, i, -0.3, i, i, nt, 3.1, -8.1, i, i
46: CN(C)S(=O)(=O)c1cc(NC(=O)CN2CCCc3ccccc32)ccc1Cl
  i, i, i, 9.0, i, i, i, 0.2, -1.0, i, i
47: N#Cc1nc(COc2cccc(Cl)c2)oc1N1CCN(c2ccccc2)CC1
  i, i, i, -7.5, i, i, i, -0.4, -11.8, i, i
48: CC(C)OCCCNC(=O)c1cc(S(=O)(=O)N2CCCCC2)c[nH]1
  i, i, i, -5.4, i, i, i, 0.1, -1.1, i, i
49: CCc1ccc(O)c(N=Cc2ccccc2O)c1
  i, i, i, 4.8, i, i, i, 0.0, 2.3, i, i
50: C#CCNC(=O)C1=C[C@H](c2ccc(C(F)(F)F)cc2)C[C@H](OCCCCO)O1
  i, i, i, -1.9, i, i, i, -0.5, 6.2, i, i
51: O=C(COC(=O)c1cc(S(=O)(=O)N2CCOCC2)ccc1Cl)NCc1ccco1
  i, i, i, -8.4, i, i, i, 0.6, 9.9, i, i
52: COc1ccc2cc(C)c3nnc(SCc4cccnc4)n3c2c1
  i, i, i, 1.2, i, i, i, 0.1, -2.2, i, i
53: NS(=O)(=O)c1ccc(NC(=O)CSc2ccccn2)cc1
  i, i, i, -9.3, i, i, i, -0.7, -1.3, i, i
54: CCN(CC)S(=O)(=O)c1ccc(N2CCCCC2)c(NC(=O)/C=C/c2cc(OC)c(OC)c(OC)c2)c1
  i, i, i, 9.9, i, i, i, -0.7, 9.5, i, i
55: CCC(C)(C)n1nnnc1CN1CCC(NC(=O)c2ccccc2C)CC1
  i, i, i, -12.9, i, i, i, 0.5, 1.2, i, i
56: O=C(NN1C(=O)c2ccccc2NC12CCCCC2)c1ccccc1
  i, i, i, 9.5, i, i, i, 0.9, 3.9, i, i
57: Cc1cccc(C(=O)Nc2ccccc2NC(=O)c2cccc(C)c2)c1
  i, i, i, -4.6, i, i, i, -22.3, 4.6, i, i
58: COCCCNCC(=O)c1c(N)n(Cc2ccccc2)c(=O)n(C)c1=O
  i, i, i, 1.5, i, i, i, -0.2, 7.9, i, i
59: Cc1oc(-c2ccccc2F)nc1CS(=O)(=O)CC(=O)N1CCCCCC1
  i, i, i, -1.2, i, i, i, 3.8, -6.1, i, i
60: NC(=O)NNc1cccc(Cl)n1
  i, i, i, -8.5, i, i, i, 0.1, -2.1, i, i
61: O=[N+]([O-])c1ccc(Cl)c(S(=O)(=O)/N=C(/c2ccccc2)N2CCOCC2)c1
  i, i, i, 2.4, i, i, i, -0.3, 1.2, i, i
